Screening results: PubChem, National Center for Advancing Translational Sciences (NCATS)
TrxR1 substrate – rat thioredoxin reductase 1 substrate activity; Potency, µM (top dose mostly 114 µM), for inactives: at the top dose activity change, negative = substrate turnover; AID 588456; O89049; purified TrxR1 substrate turnover, NADPH consumption readout; 390,000 tested, 0.01% active; also: potency is read from the fitted curve at half-maximal effect; % is scaled to controls: 0 for no effect and ±100 for the full control effect; nearly all actives have a fitted effect of over 50% in size
Target sequence (O89049 whole entry, looked up): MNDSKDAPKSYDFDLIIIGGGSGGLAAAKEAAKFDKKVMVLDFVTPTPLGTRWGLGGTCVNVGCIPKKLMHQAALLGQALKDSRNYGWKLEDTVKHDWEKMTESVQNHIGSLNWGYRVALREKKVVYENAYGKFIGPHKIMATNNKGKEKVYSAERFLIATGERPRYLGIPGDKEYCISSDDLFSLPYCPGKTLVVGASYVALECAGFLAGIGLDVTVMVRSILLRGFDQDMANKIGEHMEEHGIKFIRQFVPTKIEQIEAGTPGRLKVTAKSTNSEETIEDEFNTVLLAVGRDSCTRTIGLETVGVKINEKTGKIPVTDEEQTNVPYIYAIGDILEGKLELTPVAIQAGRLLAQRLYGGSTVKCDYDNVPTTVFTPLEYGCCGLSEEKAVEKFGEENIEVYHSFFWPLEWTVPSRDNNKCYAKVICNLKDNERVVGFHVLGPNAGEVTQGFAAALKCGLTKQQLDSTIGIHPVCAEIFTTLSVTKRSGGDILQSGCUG
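Rat TrxR1, dispensed at 90 nM, was prereduced with 400 uM NADPH (final) for 5 min at ~22 deg C, then incubated with compound 15 min before 400 uM selenite. A first-read NADPH fluorescence drop versus no-compound background flagged substrates.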
GLS inhibitor – glutaminase GLS (human) inhibition; GLS enzymatic activity, qHTS titration; Potency, µM (titrated, usually from 45.5 µM), inactives show at the top dose activity change, negative = inhibition, most hits filed as inhibitors; 410,000 tested, 0.21% active; AID 624170; also: potency is read from the fitted curve at half-maximal effect; % is scaled to controls: 0 for no effect and ±100 for the full control effect
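Glutamate formation by hKGA was monitored fluorometrically using coupled glutamate oxidase, HRP and Amplex Red. Substrate was added as 1 mM L-glutamine solution; incubation was 30 min at RT after an initial read.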
Pin1 inh – blocks the human prolyl isomerase Pin1; Q13526; Pin1 FP peptide displacement, HiFluor488, 10 min; Potency, µM (doses to about 115 µM), inactives show at the top dose activity, negative = inhibition, actives largely listed as inhibitors; 390,000 tested, 0.009% active; AID 504891; active = well fitted inhibition curve with a large enough effect in the polarisation, with a control signal flat, not every such curve was filed as active; inconclusive = small, poorly fitted or top-dose-only effect, or effect the other way, or a change in a side signal; inactive = no such curve, though single readings can be large or run the other way; the % refers to the polarisation; also: potency is read from the fitted curve at half-maximal effect; % is scaled to controls: 0 for no effect and ±100 for the full control effect
IDH1 R132H inh – human IDH1 R132H inhibition; Potency, µM (top dose mostly 76.6 µM), inactives show at the highest dose activity change, negative = inhibition, actives largely listed as inhibitors; 390,000 tested, 0.093% active; O75874; IDH1-R132H enzyme, NADPH consumption, diaphorase/resazurin fluorescence; also: potency is read from the fitted curve at half-maximal effect; % is scaled to controls: 0 for no effect and ±100 for the full control effect; nearly all actives have a fitted effect of over 65% in size
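IDH1-R132H (0.5 ug/mL) preincubated 30 min with compound, then NADPH (0.016 mM) and alpha-KG (2 mM) added; 80 min at RT, pH 7.5. Remaining NADPH coupled via diaphorase/resazurin to fluorescence (540/590 nm); concentration-response curves normalized to no-enzyme control.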
Tb PGK inh – inhibitors of T. brucei phosphoglycerate kinase; Potency, µM (top dose mostly 57.5 µM), without a hit: top-dose activity change, negative = inhibition, usual class: inhibitors; 380,000 tested, 0.043% active; P07378; PGK/GAPDH coupled, Kinase-Glo luminescence, 60 min; also: potency is read from the fitted curve at half-maximal effect; % is scaled to controls: 0 for no effect and ±100 for the full control effect; nearly all actives have a fitted effect of over 60% in size
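Recombinant glycosomal PGK reaction used 1,3-bisphosphoglycerate generated in-well by GAPDH (100nM final) in 100mM TEA pH 7.6, 5mM MgCl2, 0.01% Tween-20. After 60 minutes at room temperature, ATP was read by Kinase-Glo Plus luminescence end-point.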
PI4K2A inh – inhibitors of human PI4K2A; Q9BTU6; purified PI4K2A, ADP-Glo luminescence, 1 h; stronger effect = lower value; activity change, negative = inhibition, % at 76.9 µM; 420,000 tested, 0.13% active; AID 1346378; in the data active = activity change below about -50%; inconclusive = mostly about -30% to -49%;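 also: -100% = wells without enzyme as full effect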
Target sequence (Q9BTU6 whole entry, looked up): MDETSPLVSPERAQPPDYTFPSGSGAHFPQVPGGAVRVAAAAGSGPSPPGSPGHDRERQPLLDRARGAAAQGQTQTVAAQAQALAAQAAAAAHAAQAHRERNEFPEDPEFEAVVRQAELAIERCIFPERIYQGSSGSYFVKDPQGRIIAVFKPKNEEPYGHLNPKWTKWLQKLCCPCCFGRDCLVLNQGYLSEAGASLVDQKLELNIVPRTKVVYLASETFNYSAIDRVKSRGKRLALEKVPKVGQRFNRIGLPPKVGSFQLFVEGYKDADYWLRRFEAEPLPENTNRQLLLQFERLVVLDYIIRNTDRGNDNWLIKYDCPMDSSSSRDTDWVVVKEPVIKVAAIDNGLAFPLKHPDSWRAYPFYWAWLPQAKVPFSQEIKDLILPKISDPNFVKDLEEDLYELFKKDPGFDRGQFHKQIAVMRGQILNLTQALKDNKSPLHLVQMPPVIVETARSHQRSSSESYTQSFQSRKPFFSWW
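PI4K2A activity was measured by ADP-Glo luminescence: enzyme (4 ug/mL stock) and phosphatidylinositol (1.2 mM stock) in Tris pH 7.5/MgCl2/EGTA/Triton X-100 buffer were reacted with ATP (300 microM stock) for one hour at ambient temperature.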
USP1-UAF1 inh – inhibitors of human USP1/UAF1 deubiquitinase; recombinant USP1/UAF1, Ub-Rhodamine cleavage fluorescence; O94782; Potency, µM (titrated, usually from 57.1 µM), for inactives: at the highest dose activity change, negative = inhibition, actives largely listed as inhibitors; 390,000 tested, 0.23% active; also: potency is read from the fitted curve at half-maximal effect; % is scaled to controls: 0 for no effect and ±100 for the full control effect; nearly all actives have a fitted effect of over 60% in size; inactives centre near -12
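In this screen, compounds sit with the deubiquitinase complex (1nM) for 15 min at room temperature before Ub-Rho is added at 150nM final. Fluorescence rise is then followed for 6 reads every 60 seconds.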
HP1b chromo inh – blocks HP1-beta chromodomain binding to methylated histone tails. AlphaScreen HP1-beta / biotin-H3K9me3 peptide binding. Potency, µM (top dose mostly 114 µM), without a hit: at the highest dose activity change, negative = inhibition, usual class: inhibitors. 390,000 tested, 0.56% active. AID 540317; also: potency is read from the fitted curve at half-maximal effect; nearly all actives have a fitted effect of over 70% in size; inactives centre near 23
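AlphaScreen: HP1-beta (50 nM) preformed 30 min with biotin-H3(1-18)K9me3 peptide (50 nM) in PBS pH 7.4, 0.01% Tween-20. Compound added for 30 min at RT, then streptavidin donor/nickel chelate acceptor beads (10 ug/mL) for 30 min.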
rTrxR1 inhibitor – inhibitors of rat thioredoxin reductase 1; recombinant rTrxR1, NADPH fluorescence consumption, selenite substrate; 390,000 tested, 1% active; Potency, µM (series often up to 114 µM), for the others: top-dose activity change, negative = inhibition, usual class: inhibitors; also: potency is read from the fitted curve at half-maximal effect; % is scaled to controls: 0 for no effect and ±100 for the full control effect; nearly all actives have a fitted effect of over 65% in size
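Rat TrxR1 (90 nM in the dispensed reagent) was pre-reduced with 400 uM NADPH for 5 min at room temperature, then incubated with compound for 15 min. After 400 uM selenite was added, NADPH fluorescence (Ex 340/Em 450 nm) was followed for 8 min.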
* = called active by the depositor; i = inactive; ? = inconclusive; / = not tested or not shown; [ ] = dose if it differs, or a comment. Unless noted, calls follow the shape of the dose curve; as a rule, active = well fitted curve in the direction sought with a large enough effect; inconclusive = small, poorly fitted or top-dose-only effect, or another doubt; inactive = no such curve, though single readings can be large; an effect the other way counts as inactive or inconclusive. These rows are one share of the data; rates above refer to the full screens.

Below each compound: TrxR1 substrate | GLS inhibitor | Pin1 inh | IDH1 R132H inh | Tb PGK inh | PI4K2A inh | USP1-UAF1 inh | HP1b chromo inh | rTrxR1 inhibitor
- CC(=O)c1ccc(NC(=O)C(C)OC(=O)C2CC(=O)N(c3ccc4c(c3)OCCO4)C2)cc1 (centres undefined)
    -12% | 5% | -11% | 3% | i | 0 | -3% | 10% | -10%
- Cc1ccc(S(=O)(=O)Nc2cc(C)c(O)c(S(=O)(=O)c3ccc(C)cc3)c2)cc1
    -4% | 44%[activator] | -5% | 8% | -3% | -1 | -6% | 13% | -8%
- O=C(NCc1ccc(OC(F)(F)F)cc1)C12CN(Cc3ccccc3)CC1C(c1cccc([N+](=O)[O-])c1)=NO2 (centres undefined)
    -6% | 0% | 0% | -8% | -1% | -1 | 5% | -2% | 22%
- COc1cc(OC)cc(-c2cc3ccccc3c(=O)o2)c1
    27% | -7% | 2% | 0%[38.3 µM] | -5% | 6 | -28% | 81%[activator] | 49%[activator]
- COc1ccc(OC)c(N/C(C)=C/C(=O)c2ccc(C)o2)c1
    1% | 6% | 12% | 5% | 5% | -1 | -15% | -18% | -4%
- CNS(=O)(=O)c1cccc(C(=O)OCCCOC(=O)c2cccc(S(=O)(=O)NC)c2)c1
    -8% | -2% | -1% | 4% | -5% | -3 | -17% | 36% | -12%
- CCn1c(=O)c2cc(C(=O)Nc3cc(C)c(Cl)cc3OC)sc2c2ccccc21
    0% | -6% | -9% | -5% | -1% | 1 | ? | 28% | 19%
- CCCc1nn(C(=O)c2ccccc2)c2c1C(=O)CC(C)(C)C2
    7% | 4% | -4% | 5% | -9%[11.5 µM] | 0 | ? | 41%[activator] | 15%
- Cc1cc(=O)[nH]c(N/N=C/c2ccccc2Cl)n1
    -3% | 0% | -9% | 0% | / | 3 | -4% | 15% | 0%
- O=C(CSc1nc2ccccc2nc1N1CCOCC1)N1CCN(c2ccccc2)CC1
    11%[57.1 µM] | 9% | 1% | 7% | -4% | 8 | -23% | 37% | 13%[57.1 µM]
- COc1ccc(-c2noc(CN(C)C(=O)c3ccoc3C)n2)cc1
    -1% | 2% | -10% | -4% | 1% | 1 | -25% | -10% | 7%
- COC(=O)c1cc(=O)nc2sc(-c3cccs3)nn12
    43%[activator] | 1% | 8% | 2% | -6% | 2 | -17% | 30% | -21%
- CC(C)(C)C(=O)Nc1ccc(C(=O)NCc2cccnc2)cc1
    1% | 7% | 27% | 2% | 5% | 2 | -11% | 35% | 0%
- Cc1cc(N(C)C)c(C#N)c(NCc2ccccc2)n1
    -4% | -1% | 0% | 1% | 3% | 6 | -3% | 65% | -6%[57.1 µM]
- CCc1ccc(-c2nc(CN3CCC(C(=O)N4CCN(c5ccccc5)CC4)CC3)c(C)o2)cc1
    2% | -5% | -11% | 3% | -17% | 2 | -20% | -27% | 8%
- Cc1ccc(-c2nc3ccccn3c2Nc2ccccc2C)o1
    149%[activator] | / | 4% | / | / | / | / | ? | ?
- O=C(Nc1ccc(N2CCCC2)c(Cl)c1)c1ccccc1F
    / | -8% | / | 8% | -3% | -18 | -17% | / | /
- Cc1ccc(NC(=O)CCC(=O)NNC(=O)C(c2ccccc2)c2ccccc2)c(C)c1
    18% | 5% | 1% | 4% | i | 4 | -4% | 6% | 42%[activator]
- Cc1csc(OCc2ccc(C#N)cc2)n1
    4%[57.1 µM] | 2% | 0% | 0% | i | 2 | 0% | 28% | 8%[57.1 µM]
- COc1ccc(NCc2cc3ccc(OC)cc3n(CC(=O)Nc3ccc(C)c(C)c3)c2=O)cc1
    0% | -6% | -5% | 0% | -2% | -5 | -22% | 0% | 27%
- COc1ccc(Cl)cc1NC(=O)C(C)NC(c1ccccc1)c1ccccc1 (centres undefined)
    -4% | 4% | 51%[activator] | 3% | 9% | 1 | -13% | 29% | 4%
- COc1ccccc1-c1nnc(SCC(=O)Nc2ccccc2)o1
    0% | 16% | -4% | 4% | 0% | 0 | 2% | 29% | 3%
- CC(=O)c1cc2c(cc1NC(=O)CSc1nc3ccc(C)cc3[nH]1)OCO2
    18% | 3% | 15% | -7% | 6% | 4 | -16% | 10% | 24%
- CC1CCC(NC(=O)COC(=O)C2CC3CCCC(C2)C3=O)CC1 (centres undefined)
    7%[57.1 µM] | 1% | 10% | 4% | 3% | -5 | -27% | 28% | 15%
- Cc1nc(-c2ccc(Cl)cc2)sc1C1(C)CC(c2ccc([N+](=O)[O-])cc2)=NO1 (centres undefined)
    -5%[57.1 µM] | -2% | 12% | 15% | i | -5 | -10% | 21% | 18%[57.1 µM]
- CC(=O)C[C@H]1c2cc(F)ccc2S(=O)(=O)N1c1ccc(N(C)C)cc1
    4%[57.1 µM] | 5% | -10% | 7% | i | -1 | -17% | -11% | -3%[57.1 µM]
- CCN1CCN(CNC(=O)c2cnccn2)CC1
    1% | 1% | 9% | -4% | -2% | 1 | 3% | 15% | 7%
- CC1CCN(S(=O)(=O)c2cc(F)ccc2CN2C(=O)c3cccnc3C2=O)CC1
    4% | -6% | 1% | 7% | -10% | -3 | -16% | 56%[activator] | 10%
- COc1ccccc1Nc1c2c(nc3ccc(NC(=O)c4ccc(OC)c(OC)c4)cc13)CCCC2
    -7% | -2% | 2% | 22% | -2% | 4 | -25% | -17% | 11%
- Cc1cc(C)cc(N(C(=O)CNC(=O)c2ccco2)C(C(=O)NC2CCCCC2)c2ccncc2)c1 (centres undefined)
    5% | 0% | -6% | 0% | -1% | 4 | ? | 3% | 16%
- CCOC(=O)c1ccc(N/C=C/C(=O)c2ccc(OC)c(OC)c2)cc1
    4%[57.1 µM] | 0% | -3% | 1% | -4% | 6 | -12% | 31% | 11%[57.1 µM]
- CC1(C)Cc2ccccc2C2=NNC(=O)C2=N1
    124%[activator] | 3% | 4% | 25% | -8% | ? | ? | 15% | 313%[activator]
- CCCc1ccc(O)c(N=Cc2cc(Br)cc(OCC)c2O)c1
    -1% | 8% | ? | 0% | -13% | -6 | ? | 22% | -1%
- CCN(C(=O)CSc1ncccc1C(=O)OC(C)C)c1cccc(C)c1
    5%[57.1 µM] | 1% | 1% | 7% | i | -2 | -9% | 19% | 10%[57.1 µM]
- COc1ccc(NC(=O)CNc2ccccc2N2CCCC2=O)cc1S(=O)(=O)N1CCOCC1
    6% | 2% | -2% | -4% | -11% | 2 | -13% | 17% | 2%
- C=CCn1c(N)c(C(=O)NCc2ccco2)sc1=S
    1% | -6% | 1% | 3% | 5% | -13 | -16% | ? | 3%
- CC(OC(=O)CCc1nc2ccccc2c(=O)[nH]1)C(=O)Nc1ccc2c(c1)OCO2 (centres undefined)
    -7% | 0% | 1% | 1% | i | -5 | 0% | 18% | -2%
- O=C1C2CCCN2c2ccc(S(=O)(=O)N3CCOCC3)cc2N1Cc1ccccc1F (centres undefined)
    6%[57.1 µM] | 2% | 14% | -3% | -13% | 3 | -8% | 44%[activator] | 11%[57.1 µM]
- CC(NC(=O)NC(=O)c1cccc(Cl)c1)c1ccccc1 (centres undefined)
    0% | 3% | 0% | -3% | 2% | -3 | -16% | 30% | 12%
- COc1cccc(NC(=O)CN(C)C(=O)c2cc(-c3ccccc3)nn2-c2ccccc2)c1
    -12% | 10% | 4% | -4% | -1% | 0 | 0% | 8% | -9%
- COc1cccc(NC(=O)COC(=O)CCn2c(C)csc2=O)c1
    1% | -3% | 4% | 4% | 2% | 3 | -18% | 29% | 6%
- CN1CCN(S(=O)(=O)c2cccc(C(=O)NC3CCCc4ccccc43)c2)CC1 (centres undefined)
    3% | 0% | 0% | 7% | -7% | 2 | -5% | 13% | 7%
- O=C1OC[C@@H]2CCCN2C(=O)[C@@H](CC(=O)N(CCO)Cc2ccccc2)C/C=C\C[C@H]1Cc1ccc(F)cc1
    9%[57.1 µM] | 8% | 2% | -16% | 5% | -1 | 7% | 37% | 15%[57.1 µM]
- Cc1cccc(OCc2nnc(SCC(=O)N3CCCCC3)o2)c1
    3% | -10% | -6% | 8% | -6% | 1 | -20% | 27% | 11%
- C[N+](C)(C)CCC(=O)N1C/C(=C/c2ccccc2)C(=O)/C(=C\c2ccccc2)C1
    3%[11.4 µM] | -9% | -2% | 0% | -6% | -27 | ? | 29% | -73%[57.1 µM]
- O=C(CNC(=O)c1ccc(Oc2ccccc2)cc1)OC1CCCCC1=O (centres undefined)
    1% | -4% | 6% | -1% | 11% | 7 | -2% | 16% | -12%
- COc1ccc(O)c(CN2CCC(n3nccc3NC(=O)C3CCCC3)CC2)c1
    -1% | 7% | -2% | 4% | -7% | -3 | 1% | -13% | -12%
- CCOC(=O)Cc1nnc2c(Nc3ccccc3F)nc3nonc3n12
    -4% | -9% | -1% | 0% | -11% | -7 | -17% | 33% | -3%
- COc1ccccc1CNC(=O)CSc1nnc2c(n1)[nH]c1ccc(F)cc12
    1% | 1% | ? | -3% | -8% | -17 | 6% | -4% | 14%
- O=C(NNC(=O)c1cc(Cl)ccc1O)c1ccc(NS(=O)(=O)c2cccs2)cc1
    -5% | -4% | 0% | 17% | -10% | 1 | -26% | 9% | -4%
- CCOCC(=O)Nc1ccccc1C(=O)N1CCOCC1
    -10% | 1% | -2% | -3% | -7% | 0 | -8% | 38% | -4%
- COc1ccc(C(=O)c2ccc(Br)cc2)c(OC)c1OC
    -8%[57.1 µM] | 8% | 2% | 16% | i | -19 | ? | 122%[activator] | 1%[57.1 µM]
